Screens (PubChem BioAssay)
All columns: NCI-60 one-dose screen, growth in % after 48 h at 10 µM unless noted; 100 = growth as untreated, 0 = no growth, -100 = all killed.
ACHN – ACHN renal cancer; 4.9% of 81,000 active; AID 1794771
UO-31 – UO-31 renal cancer; 5.2% of 81,000 active
TK-10 – TK-10 renal cancer cells; 3.9% of 81,000 active; AID 1794769
CAKI-1 – CAKI-1 renal cancer. 4.7% of 75,000 active
786-0 – 786-0 renal cancer cells; 5.1% of 81,000 active; AID 1794775
SN12C – SN12C renal cancer cells; AID 1794767; 3.8% of 81,000 active
IGROV1 – IGROV1 ovarian cancer; 4.7% of 79,000 active
NCI/ADR-RES – NCI/ADR-RES ovarian cells; 4.4% of 81,000 active
* marks the source's active call; other numbers are inactive results; . = no result given; [ ] = another dose, or the depositor's remark. The calls were made as follows: active = growth percent below 10; inactive = the rest.

Start of the listing, in advance:
SMILES | ACHN | UO-31 | TK-10 | CAKI-1 | 786-0 | SN12C | IGROV1 | NCI/ADR-RES
N#CC1(C#N)C(/C=N/Nc2ccccc2)C(c2ccccc2)C1(C#N)C#N (configuration not stated) | 41 | 43 | 81 | 35 | 46 | 70 | 65 | 60
O=CN1N=C(c2ccc(Nc3nc(NCCO)nc(NCCO)n3)cc2)CC1c1ccc(F)cc1 (configuration not stated) | 94 | 100 | 90 | . | 98 | 102 | 99 | 90
CCOc1ccc([N+](=O)[O-])cc1 | 112 | 90 | 102 | 101 | 106 | 100 | 110 | 106
CCOC(=O)C1=C(C)NC(=O)NC1c1cccs1 (configuration not stated) | 113 | 88 | 108 | 103 | 106 | 103 | 113 | 111

Main list, from the start:
SMILES | ACHN | UO-31 | TK-10 | CAKI-1 | 786-0 | SN12C | IGROV1 | NCI/ADR-RES
N#CC1(C#N)C(/C=N/Nc2ccccc2)C(c2ccccc2)C1(C#N)C#N (configuration not stated) | 41 | 43 | 81 | 35 | 46 | 70 | 65 | 60
O=CN1N=C(c2ccc(Nc3nc(NCCO)nc(NCCO)n3)cc2)CC1c1ccc(F)cc1 (configuration not stated) | 94 | 100 | 90 | . | 98 | 102 | 99 | 90
CCOc1ccc([N+](=O)[O-])cc1 | 112 | 90 | 102 | 101 | 106 | 100 | 110 | 106
CCOC(=O)C1=C(C)NC(=O)NC1c1cccs1 (configuration not stated) | 113 | 88 | 108 | 103 | 106 | 103 | 113 | 111
O=C(O)C1CSC(c2cccs2)N1 (configuration not stated) | 115 | 86 | 104 | 99 | . | 102 | 107 | 102
Cc1ccc2nc(-c3ccc(-n4on4-c4ccc(/C=C/c5ccc(-n6on6-c6ccc(-c7nc8ccc(C)cc8s7)cc6)cc5S(=O)(=O)O)c(S(=O)(=O)O)c4)cc3)sc2c1 | 105 | 90 | . | 106 | 98 | 105 | 101 | 109
CSc1nc(N)cc(C(N)=O)n1 | 101 | 91 | 102 | 86 | 99 | 99 | 101 | 94
O=C1Nc2cc(Cl)ccc2/C1=C\c1c(-c2ccc(F)cc2)nc2ccccn12 | 41 | 29 | 73 | 21 | 7.5* | 19 | 14 | -28*
CCOC(=O)C(=O)Nc1cccc(NC(=O)C(=O)OCC)n1 | 107 | . | 106 | 93 | 96 | 95 | 111 | 101
CCCCCCCCCCCCCCCCCC1=Nc2ccccc2NC(=O)C1 | 89 | 68 | 102 | 93 | 95 | 101 | 89 | 100
O=C(NCc1ccccc1)Nc1ncccc1OCc1ccccc1 | 110 | 86 | 85 | 85 | 93 | 89 | 100 | 89
CCCOc1ccc(/C=N/NC(=O)c2ccncc2)cc1 | 96 | 88 | 96 | 93 | 88 | 92 | 112 | 96
CCCc1cc(C(CC)C(CC)c2ccc(O)c(CCC)c2)ccc1O (configuration not stated) | 77 | 53 | 103 | . | 78 | 80 | 85 | 81
Cc1cccc2[nH]c(=O)cc(-n3ncc(C#N)c3N)c12 | 96 | 65 | 118 | 83 | 101 | 97 | 88 | 107
O=C1CC(=C/c2ccccc2)/C(=C/c2ccccc2)C1 | 107 | 84 | 86 | 93 | 94 | 97 | 101 | 98
Cn1ccc2cc(NC(=O)Cn3cc(-c4ccc(F)cc4)nn3)ccc21 | 99 | 101 | 119 | 103 | 112 | 100 | 112 | 111
CSc1nc(SCc2ccccc2)[nH]c(=O)n1 | 106 | 91 | 103 | 97 | 111 | 100 | 100 | 109
Cn1nc(-c2ccc(Cl)cc2)nc2c(=O)n(C)c(=O)nc1-2 | -89* | 12 | 70 | 6.2* | -82* | -72* | 7.8* | -22*
COc1cc(C2C(C(=O)c3cccs3)=C(O)C(=O)N2CCN2CCOCC2)cc(OC)c1OC (configuration not stated) | 102 | 97 | 99 | 101 | 103 | 104 | 100 | 107
CSC(N)=NC(c1ccccc1)c1ccccc1 | 102 | 82 | 85 | 84 | 91 | 80 | 89 | 86
CN1CCN(c2ccc(C(=O)Nc3cccc(-c4cn(-c5ccc(S(N)(=O)=O)cc5)nn4)c3)cc2C(F)(F)F)CC1 | 88 | 87 | 117 | 74 | 52 | 92 | 87 | 101
CC(=O)OC[C@@]12CC[C@]3(C)[C@H](CC[C@@H]4[C@@]5(C)CC=C(OC(C)=O)C(C)(C)[C@@H]5CC[C@]43C)[C@H]1[C@@H](C)C(C)=C(C(C)=O)C2 | 88 | 72 | 102 | 63 | 95 | 88 | 91 | 101
C[C@H](CCC(=O)NCc1ccc(C(=O)NCc2ccc(C(=O)NO)cc2)cc1)[C@H]1CC[C@H]2[C@@H]3[C@@H](O)C[C@@H]4C[C@H](O)CC[C@]4(C)[C@H]3CC[C@]12C | 98 | 92 | 107 | 96 | 108 | 89 | 93 | 102
O=C(CCCCCCN1CC(=O)N2[C@@H](c3cccc4c3CCO4)c3[nH]c4ccccc4c3C[C@H]2C1=O)NO | 97 | 90 | 94 | 95 | 99 | 92 | 98 | 106
Cc1cc(=O)oc2cc(OCC(O)CNN3C(=O)c4cccc5c(N6CCCC6)ccc(c45)C3=O)ccc12 (configuration not stated) | 98 | 64 | 90 | 60 | 82 | 87 | 70 | 87
CC(C)CNc1nc(N=[N+]=[N-])nc(NCC(C)C)n1 | 54[100 µM] | 47[100 µM] | 77[100 µM] | 4.0*[100 µM] | 55[100 µM] | 71[100 µM] | 71[100 µM] | 54[100 µM]
COc1ccc(C)cc1OC | 115 | 90 | 104 | 101 | 105 | 99 | 100 | 101
COc1ccc(-c2csc(NC(=O)CN3CCN(c4cc(=O)n(-c5ccccc5)c5ccccc45)CC3)n2)cc1 | 81 | 72 | 93 | 84 | 93 | 84 | 79 | 91
S=C(/N=C1\NN=C(c2ccc(Cl)cc2)CS1)Nc1ccccc1 | 105 | 89 | 98 | . | 101 | 88 | 109 | 101
Cc1ccc(NC2CNC(=O)NC2=O)cc1C (configuration not stated) | 97 | 98 | 112 | 97 | 110 | 106 | 76 | 89
CCN1C(=O)N(CC)C2Nn3c(s/c(=C4\C(=O)N(CC(C)C)c5ccccc54)c3=O)=NC21 (configuration not stated) | 52 | 50 | 13 | 34 | 35 | 49 | 48 | 11
O=C(CN1C(=O)/C(=C\c2ccc(Cl)cc2)SC1=S)Nc1ncc(Cc2ccc(Cl)cc2)s1 | 103 | 81 | 111 | 88 | 106 | 104 | 103 | 104
COc1ccc2c(c1)C(=O)/C(=C/c1cccc(OCC(=O)c3ccccc3)c1)O2 | 45 | . | 31 | -98* | 104 | 33 | . | 65
CS/C(C#N)=C(\C#N)SC | 112 | 95 | 114 | 105 | 107 | 95 | 104 | 101
CC(C)(C)Nc1nc2c(OCCc3ccccc3)cccn2c1-c1cccc([N+](=O)[O-])c1 | 96 | 89 | 116 | 89 | 103 | 98 | 106 | 92
O=C(CNC(=O)OCc1ccccc1)NC1(C(=O)O)CCCC1 | 103 | 81 | 99 | 91 | 103 | 98 | 119 | 107
O=C(c1cc2cccnc2n1-c1cc(F)c(Cl)c(F)c1)N1CC(F)C1 | 99 | 83 | 98 | 87 | 102 | 97 | 99 | 90
CCOC(=O)/C(C#N)=C\c1ccc2ccccc2c1 | 104 | 93 | 99 | 109 | 99 | 99 | 105 | 106
CCOC(=O)C1=c2[nH]c(O)c(C(=O)OCC)c2=NC1=O | 104 | 91 | 105 | . | 100 | 100 | 110 | 101
c1ccc(CN2c3nc4ccccc4cc3Sc3cc4ccccc4nc32)cc1 | 101 | 39 | 115 | 89 | 99 | 94 | . | 99
NC(=O)CSc1ccc(Cl)cc1 | 100 | 89 | 92 | 90 | 105 | 96 | 106 | 104
CCOC(=O)/C=C/c1sc(-c2cccc(C(=O)OC)c2)cc1N | 96 | 67 | 88 | 75 | 91 | 88 | 85 | 77
Cc1ccc(C2CC(c3cccc(Nc4ccncc4)c3)=NN2c2ccccc2)cc1 (configuration not stated) | -100* | -100* | -84* | -95* | 22 | -93* | -93* | -73*
NC1=NC2(CCCCC2)N(c2ccc(S(=O)(=O)Nc3nccs3)cc2)C(N)=N1 | 105 | 86 | 96 | 95 | 105 | 101 | 110 | 105
CCCCCCCCCCCCCCCCCCOc1ccccc1CC(=O)NCC[N+](C)(C)C | 78 | 80 | -21* | 19 | 16 | 24 | -50* | 99
CCOc1ccc(-n2nc(C(=O)Nc3ccc(OC)c(O)c3)nc2-c2cc(OC)c(OC)c(OC)c2)cc1 | 91 | 56 | 107 | 86 | 94 | . | 95 | 86
O=c1c2cc(F)ccc2sc2c(NCCCN3CCOCC3)nc3ccccc3c12 | 95 | 75 | 106 | 85 | 94 | 96 | 97 | 94
COc1ccc(NC(=O)c2sc3nc4c(cc3c2N)COCC4)cc1 | 91 | 95 | 90 | . | 88 | 90 | 93 | 88
CC(=O)N(N=O)c1ccc([N+](=O)[O-])cc1Cl | 59 | 57 | 130 | 100 | 74 | 47 | 68 | 64
CCOc1cc(C(=O)O)ccc1O | 100 | 82 | 100 | 100 | 110 | 91 | 102 | 103
CC(=O)CC(c1ccccc1)c1c(-c2ccccc2)[nH]c2cc(C)ccc12 (configuration not stated) | 83 | 60 | 126 | 39 | 96 | 83 | 53 | 79
COc1cc2oc3cc(OC)c(OC)c(CC=C(C)C)c3c(=O)c2c(O)c1CC=C(C)C | 106 | 86 | 96 | 97 | 98 | 101 | 114 | 100
Oc1cc(OCc2ccc(Cl)cc2)ccc1-c1[nH]ncc1Oc1ccccc1 | 99 | 82 | 97 | 95 | 100 | 83 | 102 | 93
Nc1ncnc2c1ncn2C1CCCC(CO)O1 (configuration not stated) | 104 | 99 | 96 | 90 | 115 | 115 | 85 | 101
COc1cccc(-c2nc(-c3ccc(NS(C)(=O)=O)cc3)[nH]c2-c2ccnc(Br)c2)c1 | 71 | 63 | 92 | 64 | 62 | 76 | 83 | 94
Cc1ccc(/C=C/c2n(Cc3ccc4ccccc4c3)c3ccccc3[n+]2Cc2ccc3ccccc3c2)cc1 | -96* | -96* | -80* | -95* | -52* | -56* | -76* | -48*
N#Cc1c(-c2ccc(Cl)cc2)nc(N/N=C/c2cccc(Br)c2)nc1N1CCOCC1 | 71 | 51 | 102 | 73 | 62 | 91 | 84 | 91
COc1ccc(-c2nnc(Nc3ccc(C)cc3C)o2)cc1OC | 104 | 91 | . | 98 | 100 | 103 | 109 | 93
O=C(c1ccc(O)cc1)[C@@H]1[C@@H]2CCCN2[C@@]2(C(=O)Nc3ccccc32)[C@H]1c1ccc(F)cc1 | 85 | 64 | 147 | 75 | 98 | 95 | 60 | 98
COc1ccc2c(CSc3nc(-c4ccc(Cl)cc4)c(C#N)c(N4CCN(C)CC4)n3)cc(=O)oc2c1 | 87 | 72 | 92 | . | 91 | 93 | 106 | 85
Remaining list, next part
SMILES | ACHN | UO-31 | TK-10 | CAKI-1 | 786-0 | SN12C | IGROV1 | NCI/ADR-RES
COc1ccccc1NCc1cccn1Cc1ccc(Cl)cc1 | 95 | 70 | 98 | 83 | 85 | 92 | 79 | 89
CCOC(=O)C1=C(C)NC(=O)NC1c1c(Cl)n(Cc2ccccc2)c2ccccc12 (configuration not stated) | 95 | 69 | 95 | 69 | 88 | 92 | 65 | 79
Cn1c(=O)c2[nH]c(SCCN)nc2n(C)c1=S | 98 | 88 | 88 | 93 | 111 | 101 | 100 | 99
CCC(CCN)(CCN)[N+](=O)[O-] | 100 | 84 | 96 | 93 | 101 | 100 | 99 | 100
CN1CCN(C(=O)[C@@]2(C)CC[C@]3(C)CC[C@]4(C)C(=CC(=O)[C@@H]5[C@@]6(C)CCCNC(C)(C)[C@@H]6CC[C@]54C)[C@@H]3C2)CC1 | 100 | 82 | 104 | 99 | 85 | 97 | 107 | 98
O=C(CNc1nc(-c2ccccc2)cs1)Nc1ccc([N+](=O)[O-])cc1 | -16* | -74* | -58* | 7.2* | 16 | 17 | 17 | -20*
O=Nc1ccc(NC(=O)Nc2ccc([N+](=O)[O-])cc2)cc1 | 95 | 86 | 100 | 97 | 86 | 95 | 99 | 92
CN(C)CCC(C(=O)c1ccccc1)c1cccnc1 (configuration not stated) | 102 | 75 | 97 | 101 | 97 | 96 | 91 | 116
O=C(Nc1cccc(Cl)c1)NN(c1ccccc1)C1CCS(=O)(=O)C1 (configuration not stated) | 102 | 82 | 114 | 96 | 102 | 98 | 105 | 105
C[C@H](NC(=O)CNC(=O)c1cccc2c(=O)c3ccccc3[nH]c12)C(=O)O | 101 | 85 | 106 | 94 | 105 | 98 | 104 | 113
CCN(CC)CCCNC(=O)c1noc2cc([N+](=O)[O-])ccc12 | 103 | 77 | 98 | . | 111 | 103 | 116 | 104
Cn1cc(-c2nnc(-c3ccccc3)s2)c2cc(Br)cnc21 | 67 | 62 | 88 | 53 | 100 | 90 | 44 | 90
COc1cccc(CNc2ncnc3sc(-c4ccc(NC(C)=O)cc4)cc23)c1 | 92 | 84 | 108 | 88 | 97 | 96 | 96 | 101
c1cnc2cc3oc4ccccc4c3nc2c1 | 104 | 90 | 127 | 92 | 101 | 100 | 105 | 113
Cc1cc(N=O)cc(C(C)(C)C)c1O | 108 | 92 | 94 | 86 | 103 | 101 | 99 | 99

Quoted at random: 3 records from the list
SMILES | ACHN | UO-31 | TK-10 | CAKI-1 | 786-0 | SN12C | IGROV1 | NCI/ADR-RES
COc1ccccc1NCc1cccn1Cc1ccc(Cl)cc1 | 95 | 70 | 98 | 83 | 85 | 92 | 79 | 89
c1cnc2cc3oc4ccccc4c3nc2c1 | 104 | 90 | 127 | 92 | 101 | 100 | 105 | 113
C[C@H](NC(=O)CNC(=O)c1cccc2c(=O)c3ccccc3[nH]c12)C(=O)O | 101 | 85 | 106 | 94 | 105 | 98 | 104 | 113
